uPA generation: inhibitors of cell surface uPA generation | cell surface uPA generation assay, qHTS | Potency, µM (doses to about 38.3 µM), for the others: at the highest dose activity change, negative = inhibition, actives largely listed as inhibitors | actives 0.31% (n = 330,000) | AID 540303; active = well fitted inhibition curve with a large enough effect; inconclusive = small, poorly fitted or top-dose-only effect; inactive = no such curve, though single readings can be large or run the other way; tested in mouse RAW 264.7 cells; note: potency is the fitted concentration of half-maximal effect; % is set by controls: 0 for no effect and ±100 for the full control effect; nearly all actives have a fitted effect of over 55% in size
ELG1 repair inh: inhibitors of ELG1-dependent DNA repair in HEK293T cells; HEK293T ELG1-luciferase reporter, luminescence, 16 h; DNA damage induced by 5-fluorouridine; actives 2.3% (n = 330,000); Potency, µM (doses to about 46.1 µM), without a hit: top-dose activity change, negative = inhibition, most hits filed as inhibitors; note: potency is the fitted concentration of half-maximal effect; % is set by controls: 0 for no effect and ±100 for the full control effect; nearly all actives have a fitted effect of over 55% in size
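Reporter activity after DNA damage by 5-fluorouridine is monitored. Compound-treated cells incubate 16 hr at 37 °C, then ONE-Glo is added for 30 min before luminescence reading.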
Tb PFK inh: T. brucei PFK enzyme inhibition. Potency, µM (top dose mostly 57.5 µM), for inactives: at the highest dose activity, negative = inhibition, hits mostly inhibitors. T. brucei PFK, ADP-Glo luminescence. O15648. actives 0.17% (n = 330,000);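 note: potency is the fitted concentration of half-maximal effect; 0% = uninhibited 1x PFK enzyme wells and -100% = no-enzyme wells; nearly all actives have a fitted effect of over 60% in size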
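ADP-Glo luminescence quantified ADP after 45 min at room temperature, with 1.25 nM T. brucei PFK, 0.1 mM ATP and 0.5 mM fructose-6-phosphate in pH 8.0 TEA buffer. qHTS titrations up to 57 µM; curves classified by quality.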
TCR activator: activates T cell receptor signaling. primary human leukocytes, anti-CD3, IL-2 HTRF, 48 h. Potency, µM (titrated, usually from 9.22 µM), for the others: at the highest dose activation of IL-2 secretion, actives largely listed as activators. 330,000 tested, under 10 active; note: % of control where 0% means no effect
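Primary human leukocytes incubated 48 hr with anti-CD3 beads plus compound, without co-stimulation. Secreted IL-2 measured by HTRF (europium cryptate/d2 anti-IL-2 pair, 320 nm excitation, 665 nm emission).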
TSHR antagonist: human thyrotropin receptor antagonism; P16473; TSHR-expressing cells, TSH-stimulated cAMP HTRF, 2 h; hits give low values; activity change, negative = inhibition, % at 11.5 µM; actives 0.2% (n = 330,000); AID 504810;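 active = activity change below a set negative limit, meaning inhibition stronger than a set level, cut at about -70% in these data; inconclusive = activity change between two set negative limits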; note: % is set by controls: 0 for no effect and ±100 for the full control effect
Target sequence (P16473 whole entry, looked up): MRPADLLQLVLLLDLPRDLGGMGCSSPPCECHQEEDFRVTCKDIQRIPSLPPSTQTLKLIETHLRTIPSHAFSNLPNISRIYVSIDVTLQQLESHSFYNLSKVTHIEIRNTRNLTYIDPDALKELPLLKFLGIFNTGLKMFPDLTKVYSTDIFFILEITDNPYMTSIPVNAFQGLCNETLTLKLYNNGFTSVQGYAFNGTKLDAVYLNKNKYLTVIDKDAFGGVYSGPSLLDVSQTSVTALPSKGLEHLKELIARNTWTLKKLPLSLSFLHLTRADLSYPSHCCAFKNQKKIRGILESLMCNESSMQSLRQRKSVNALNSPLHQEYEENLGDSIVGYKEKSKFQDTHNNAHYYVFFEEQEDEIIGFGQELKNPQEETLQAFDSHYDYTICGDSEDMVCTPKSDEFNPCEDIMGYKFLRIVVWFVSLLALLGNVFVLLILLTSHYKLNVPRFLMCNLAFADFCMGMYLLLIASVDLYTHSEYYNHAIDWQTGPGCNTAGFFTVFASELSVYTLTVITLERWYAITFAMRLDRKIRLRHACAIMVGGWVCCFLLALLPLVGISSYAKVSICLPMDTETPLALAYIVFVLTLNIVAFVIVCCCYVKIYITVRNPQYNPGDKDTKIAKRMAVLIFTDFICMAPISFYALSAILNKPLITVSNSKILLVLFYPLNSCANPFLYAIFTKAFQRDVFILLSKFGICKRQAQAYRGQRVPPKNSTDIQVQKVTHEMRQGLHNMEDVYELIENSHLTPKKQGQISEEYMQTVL
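Competitive HTRF cAMP read-out (cryptate anti-cAMP antibody, cAMP-d2; 30 min, room temperature) in freshly harvested TSHR cells. Compounds added before TSH at EC80 (4nM final), followed by 2 hours' incubation at 37 deg C.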
Mito fusion act: blocks mitochondrial division or promotes mitochondrial fusion; S. cerevisiae fusion-defective mutant growth rescue, CellTiterGlo 48 h; Potency, µM (titrated, usually from 46.1 µM), for inactives: at the top dose growth rescue (activation), actives largely listed as activators; actives 0.23% (n = 320,000);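 note: potency is the fitted concentration of half-maximal effect; % of control where 0% means no effect; nearly all actives have a fitted effect of over 45% in size; temperature-sensitive fusion mutants such as fzo1-1 at 37 °C on non-fermentable ethanol glycerol medium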
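Growth-rescue viability read-out: after 48 h at the non-permissive 37C in glycerol/ethanol YPEG, yeast mitochondrial fusion mutants are measured by CellTiterGlo luminescence; compounds (23 nl pinned per well) restoring growth score as division inhibitors or fusion activators.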
BCR signal inh: chronic active BCR signaling inhibition. actives 0.05% (n = 340,000). AID 493014. ABC-DLBCL IkBa-CBG/CBR reporter, luminescence ratio, 4 h. Potency, µM (series often up to 46.1 µM), without a hit: at the top dose ratio change, negative = lower green/red ratio, usual class: inhibitors; active = well fitted inhibition curve with a large enough effect in the signal ratio, with a control signal flat, not every such curve was filed as active; inconclusive = small, poorly fitted or top-dose-only effect, or effect the other way, or a change in a side signal; the % refers to the signal ratio;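 note: potency is the fitted concentration of half-maximal effect; plate controls were basal doxycycline-induced cells for no effect and cells given 10 µM MG132 for full effect; MG132 reads +100%, hits lower the ratio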
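Cell line TMD8 (human ABC DLBCL), stably expressing tet-inducible CBG68-IkBa fusion and CBR; IMDM/0.5% FBS; cpd up to 46 uM; dox induction, 4 h, 37C/5% CO2; dual luminescence; green/red ratio; MG132 control.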
B2AR arrestin: recruits beta-arrestin to the human beta2-adrenergic receptor | AID 492947 | actives 0.02% (n = 330,000) | Potency, µM (series often up to 46.1 µM), without a hit: at the top dose activation, actives largely listed as activators | P07550 | beta-arrestin recruitment to beta2AR, cell-based reporter;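 note: potency is the fitted concentration of half-maximal effect; 0% = DMSO controls and full agonism = EC100 isoproterenol or metaproterenol; nearly all actives have a fitted effect of over 65% in size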
PTAP TSG101 blk: blocks PTAP/TSG101 interaction to inhibit HIV-1 budding; 340,000 tested, under 10 active; Q99816; AID 493005; Fluorescence polarization, FITC-PTAP peptide / Tsg101 binding; Potency, µM (highest dose often 115 µM), inactives show at the top dose activity change, negative = inhibition, hits mostly inhibitors; active = well fitted inhibition curve with a large enough effect in the main read-out, with a control signal flat, not every such curve was filed as active; inconclusive = small, poorly fitted or top-dose-only effect, or effect the other way, or a change in a side signal; inactive = no such curve, though single readings can be large or run the other way; note: potency is the fitted concentration of half-maximal effect; % of control where 0% means no effect
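Tsg101 binding domain (10 uM final) was mixed with compound and a FITC-labeled PTAP peptide (50 nM final) in HEPES pH 7.5 buffer with NaCl, Tween 20, EDTA and TCEP; fluorescence polarization was read after 20 min at r.t.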
USP2a block: blocks human ubiquitin-specific protease USP2a; Potency, µM (highest dose often 38.3 µM), without a hit: at the top dose activity change, negative = inhibition, hits mostly inhibitors; USP2 core, Ub-CHOP2 coupled fluorogenic reporter, 485/531; AID 463254; O75604; actives 0.01% (n = 330,000);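 note: potency is the fitted concentration of half-maximal effect; plate controls were DMSO wells for no effect and full inhibition by NEM control for full effect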
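Cell-free coupled assay: 10nM USP2 core preincubated 30min RT with compound in Tris-HCl pH 8.0/CaCl2/CHAPS buffer, then 25nM Ub-CHOP2 and 25nM reporter substrate; fluorescence (Ex 485/Em 531) read after 60min RT, normalized to NEM inhibition, concentration-response curves fitted.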
Eya2 inh: Eya2 (human) phosphatase inhibition; recombinant Eya2, OMFP fluorescence dephosphorylation (OMFP is methylfluorescein phosphate); Potency, µM (highest dose often 76.9 µM), inactives show at the top dose activity, negative = inhibition, usual class: inhibitors; actives 0.006% (n = 330,000); AID 488837; note: potency is the fitted concentration of half-maximal effect; % is set by controls: 0 for no effect and ±100 for the full control effect
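Eya2 protein (added as 0.2 uM solution) was preincubated with compound for 10 min at ambient temperature in 50 mM HEPES pH 7.5, 50 mM NaCl, 5 uM MgCl2, 0.05% BSA, 1 mM DTT. OMFP (added at 50 uM) then reacted 10 min; fluorescence read at 485/525 nm.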
* hit, by the source's call; ? = inconclusive; / = no result given; [ ] = another dose, or the depositor's remark. Unless noted, calls come from the whole dose curve; as a rule, active = well fitted curve in the direction sought with a large enough effect; inconclusive = small, poorly fitted or top-dose-only effect, or another doubt; inactive = no such curve, though single readings can be large; an effect the other way counts as inactive or inconclusive. Rows were taken by chance. About 3% of those tested had a hit in this group.

SMILES	uPA generation	ELG1 repair inh	Tb PFK inh	TCR activator	TSHR antagonist	Mito fusion act	BCR signal inh	B2AR arrestin	PTAP TSG101 blk	USP2a block	Eya2 inh
O=C(NCCOc1ccccc1Cl)C(=O)c1c[nH]c2ccccc12	6%	5%	2%	/	7	7%	?	0.5%	5%	-4%	-19%
C=CCn1c(C(O)c2ccccc2)nc2ccccc21 (configuration not stated)	0%	3%	-1%	/	-8	-4%	2%	-0.1%	1%	0%	10%
Cc1nc(SCC(=O)Nc2ccc3c(c2)OCO3)c(C#N)c2c1CCCC2	-1%	3%	-4%	2%	-29	-6%	?	-0.5%	-4%	-4%	-3%
COc1ccc(CCNc2nnc(C)c(=O)[nH]2)cc1OC	3%	3%	0%	2%	7	-1%	-1%	0.1%	-5%	0%	13%
Cc1ccc(NC(=O)CSc2nnc(-c3cc(C)[nH]n3)n2N)cc1	1%	11%	3%	-5%	-11	-2%	1%	-0.4%	-9%	4%	-7%
COCCOC(=O)c1c(C)n(C)c2ccc(OC(=O)C3CC3)cc12	-3%	?	4%	1%	-25	11%	-4%	0.5%	-1%	3%	-11%
Cc1cc(F)ccc1NC(=O)c1cc(S(=O)(=O)N2CCc3ccccc32)cn1C	-6%	?	-1%	7%	-10	8%	1%	0.0%	-5%	0%	-17%
COc1ccccc1CNC(=S)NCc1ccc(F)cc1	2%	-5%	0%	-1%	-10	-10%	3%	0.4%	1%	1%	13%
C/C=C(/C)C(=O)O[C@@H]1[C@H](OC(C)=O)c2c(ccc3ccc(=O)oc23)OC1(C)C	5%	0%	-7%	0%	7	20%	0%	2.6%	-11%	-1%	-5%
O=C(O/N=C(/c1ccccc1)c1ccncc1)c1ccc(F)cc1	-2%	3%	-1%	2%	14	13%	-3%	-0.1%	0%	4%	-11%
O=C(OCC(=O)N1CCCCC1)c1c[nH]c(=O)[nH]c1=O	5%	-14%	-2%	4%	-8	0%	1%	-0.3%	-5%	4%	-4%
Cc1cc(Cn2nc(-c3ccccc3)cc2C(=O)NCC2CC2)on1	-6%	-4%	-2%	11%	-4	12%	1%	-0.5%	-3%	-4%	5%
CCN(CC)CCNC(=O)CCc1nnc2ccc(N3CCC(C)CC3)nn12	-5%	-3%	2%	-6%	-4	-5%	-3%	0.1%	-1%	-6%	-6%
COc1ccc(/C=c2/sc3nc(-c4ccccc4)c(-c4ccccc4)n3c2=O)cc1	-8%	-2%	-5%	-2%[46.1 µM]	11	-15%	7%	0.4%	-2%	2%	-12%
Nc1c(C(=O)NCc2ccc3c(c2)OCO3)nnn1Cc1ccc(Br)cc1	-3%	-1%	1%	3%	-4	-4%	-18%	-0.4%	-1%	0%	12%
Cc1cccc(N2C(=O)CCC2=O)n1	-5%	-3%	-2%	-7%[46.1 µM]	-5	-3%	-3%	0.4%	-1%	0%	-3%
CCc1ccc(OCC(=O)Nc2nnc(-c3ccco3)s2)cc1	1%	0%	-1%	-1%	8	6%	?	0.4%	-7%	0%	-2%
COc1ccc(N2C(=O)CN(Cc3cc(OC)c(OC)c(OC)c3)C2=S)cc1	1%	?	-1%	6%	-4	-1%	?	0.1%	-3%	-1%	12%
COc1ccc(NS(=O)(=O)c2cccc(NC(=O)CCC(=O)c3ccc(Cl)cc3)c2)cc1	3%	?	4%	-4%[46.1 µM]	-11	-4%	10%	0.2%	-1%	-1%	1%
COc1cc(C=Nc2c(C)cc(C)cc2C)ccc1OC(C)=O	1%	9%	5%	-3%[46.1 µM]	10	-3%	4%	-1.4%	-2%	1%	-15%
COc1ccc(C(=O)Oc2cc(C)c(CN3CCOCC3)cc2C)cc1OC	2%	0%	0%	2%	-12	-10%	4%	-0.3%	-1%	-1%	-7%
COc1ccc(NC(=O)c2ccc(C#N)cc2)cc1NS(=O)(=O)c1ccc(F)cc1	3%	0%	4%	10%[46.1 µM]	-5	0%	-1%	-2.2%	0%	2%	-6%
COc1cc([N+](=O)[O-])ccc1NC(=O)Nc1cccnc1	4%	11%	?	2%	9	-3%	?	-0.4%	-2%	-1%	8%
COCCCNC(=S)NC(=O)c1ccc(C)cc1	1%	?	-8%	-5%[46.1 µM]	1	-11%	3%	3.7%	1%	0%	2%
Cc1cccc(-n2cc(CN3CCCN(C=O)CC3)c(-c3cccc(F)c3)n2)c1	-1%	-14%	-9%	/	23	21%	?	0.0%	3%	-8%	-16%
CC(NC(=O)COC(=O)c1ccc(Cl)cc1O)c1ccc(F)cc1 (configuration not stated)	1%	5%	-8%	/	-13	3%	-3%	0.1%	-1%	-6%	-2%
Cn1c(=O)n(CC(N)=O)c(=O)c2c1nc1n2CCCN1Cc1ccccc1	5%	0%	3%	4%	-9	3%	0%	0.1%	-10%	5%	-27%
COc1cccc(-n2nnnc2SCC(=O)Nc2ccc(OC)cc2OC)c1	25%	-1%	0%	0%	-2	0%	7%	-0.3%	-5%	0%	?
NS(=O)(=O)c1ccc(CNC(=O)/C=C/c2c(Cl)cccc2Cl)cc1	/	-24%	0%	/	-6	1%	?	0.2%	/	0%	10%
CCN1CCN(c2c(Cl)cccc2NC(=O)c2cccs2)CC1	0%	0%	0%	-8%	16	1%	1%	0.8%	-4%	0%	-9%
CC1CCc2[nH]c3ccc(C(=O)N(C)CC(=O)Nc4ccccc4Cl)cc3c2C1 (configuration not stated)	11%	-18%	?	-1%	-9	?	?	-0.2%	-2%	3%	-4%
Cc1ccc(C(=O)N/N=C\c2cccn2C)cn1	-4%	?	10%	-4%	-23	-3%	?	-0.5%	-2%	4%	25%
COc1ccc(C(=O)/C=C/c2ccc(N(C)C)cc2)c(OC)c1	-21%	13%	0%	0%	-2	-1%	?	-0.3%	?	?	?
O=C(Nc1ccc2c(c1)CCCN2C(=O)c1cccs1)c1c(F)cccc1F	7%	?	-3%	8%	-18	29%	?	-0.1%	-7%	-1%	-20%
Cc1cc(C)c2c(N)c(C(=O)NNC(=O)c3ccccc3)sc2n1	-2%	?	5%	/	-4	1%	?	-0.6%	2%	1%	2%
O=C(NNC(=S)NC(=O)c1ccccc1[N+](=O)[O-])c1ccccc1O	-9%	-6%	2%	3%	-11	-11%	/	-1.0%	-2%	10%	3%
CN(c1ccccc1C(=O)Nc1ccc(S(=O)(=O)N2CCOCC2)cc1)S(=O)(=O)c1ccccc1	0%	-6%	-1%	3%[46.1 µM]	11	4%	2%	-0.1%	5%	0%	-2%
Cc1ccc(CNS(=O)(=O)c2ccc3c(c2)C(C)(C)C(=O)N3C)cc1	17%	1%	-3%	-6%	8	0%	-5%	4.3%	-7%	2%	-6%
Cc1cc([N+](=O)[O-])ccc1NC(=O)CSc1nccc(=O)[nH]1	5%	-21%	4%	2%	-8	8%	5%	0.1%	-5%	7%	5%
O=C(c1cnn(-c2ccccc2)c1)c1ccc2ccccc2c1O	6%	?	-6%	8%	-6	1%	?	-0.7%	-1%	3%	-2%
CCC(C)NC(=O)c1cn(CC)c2ccc(S(=O)(=O)N3CCCCC3)cc2c1=O (configuration not stated)	-1%	-19%	1%	-4%	4	-4%	1%	3.8%	-11%	1%	3%
O=C(Nc1cccnc1)c1cccc(S(=O)(=O)N2CCc3ccccc32)c1	-1%	?	2%	-4%	-11	-1%	-4%	-0.3%	0%	-2%	-9%
CS(=O)(=O)Oc1ccccc1/C=C1/N=C(c2ccc(F)cc2)OC1=O	0%	5%	-4%	-1%[46.1 µM]	8	-6%	0%	-0.8%	-2%	2%	-2%
Cc1c(C(=O)N2CCN(c3ncccn3)CC2)oc2ccc(Cl)cc12	-5%	?	-10%	-2%	-27	7%	0%	-0.4%	-2%	0%	2%
N#C/C=C1\Sc2ccccc2C(=O)N1CC(=O)N1CCN(S(=O)(=O)c2ccccc2)CC1	/	?	3%	3%	-6	0%	4%	-0.5%	0%	-1%	9%
